# FLuc counter: inhibits or activates purified firefly luciferase, miR-21 counter-screen; 6.9% of 360,000 active; Potency, µM (top dose mostly 57.5 µM), for the others: top-dose activity change, negative = inhibition, most hits filed as inhibitors; purified FLuc, Km substrates, luminescence inhibition; AID 588342;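 further: plate controls were vehicle for no effect and reference inhibitor for full effect; nearly all actives have a fitted effect of over 55% in size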
#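 Purified P. pyralis luciferase, 10 nM final, with Km-level 10 uM D-luciferin and 10 uM ATP in 50 mM Tris acetate pH 7.5, 10 mM Mg acetate, 0.01% Tween-20, 0.05% BSA; 6-point qHTS titration about 60 µM downward; luminescence read.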
# NPC1 prom act: activates the NPC1 promoter; Potency, µM (top dose mostly 9.22 µM), without a hit: at the top dose activation, actives largely listed as activators; Huh7 NPC1 promoter luciferase reporter, 24 h; 2.4% of 320,000 active; AID 485313;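 further: % of control where 0% means no effect; nearly all actives have a fitted effect of over 60% in size; reporter is driven by a mutant NPC1 promoter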
#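 Readout is luciferase luminescence, reflecting NPC1 promoter activation in stably transfected Huh7 cells after 24 h compound exposure at 37 °C in reduced-serum medium with 10% FBS.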
# p53 reactivation: re-activators of mutant p53; H1299 p53-A138V BP100-luciferase reporter, luminescence, 24 h; Potency, µM (highest dose often 92.2 µM), for the others: top-dose activity change, positive = activation, most hits filed as activators; 0.063% of 320,000 active; further: % of control where 0% means no effect; nearly all actives have a fitted effect of over 45% in size
#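 H1299 (p53-null), stable ts p53-A138V + BP100-Luc; 1000 cells/well, Opti-MEM/10% FBS; cpd 4 pt, 1:5; 24 h, 37 deg C, 5% CO2; detection reagent 10 min RT; luminescence.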
# Rab9 promoter act: activators of Rab9 promoter; Huh7 Rab9 promoter-luciferase reporter, luminescence, 24 h; Potency, µM (top dose mostly 9.22 µM), for the others: top-dose activation, negative = inhibition, most hits filed as activators; AID 485297; 2.8% of 320,000 active; further: % of control where 0% means no effect; nearly all actives have a fitted effect of over 60% in size
#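 Using Huh7 cells stably transfected with Rab9 promoter–luciferase, compounds were incubated 24 h at 37 °C, 5% CO2; luciferase luminescence was read 10 min after reagent addition.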
# MBNL1 CUG block: inhibitors of human MBNL1 binding to CUG repeat RNA; Q9NR56; TR-FRET MBNL1-His/biotin-(CUG)12 binding, 665/545 ratio; Potency, µM (doses to about 57.5 µM), for inactives: at the top dose activity change, negative = inhibition, hits mostly inhibitors; 0.036% of 280,000 active; AID 2675; active means well fitted inhibition curve with a large enough effect in the signal ratio, with a control signal flat, not every such curve was filed as active; inconclusive means small, poorly fitted or top-dose-only effect, or effect the other way, or a change in a side signal; inactive means no such curve, though single readings can be large or run the other way; the % refers to the signal ratio; further: on the % scale 0 is the no-effect control and ±100 the full control effect
# Target sequence (Q9NR56 whole entry, looked up): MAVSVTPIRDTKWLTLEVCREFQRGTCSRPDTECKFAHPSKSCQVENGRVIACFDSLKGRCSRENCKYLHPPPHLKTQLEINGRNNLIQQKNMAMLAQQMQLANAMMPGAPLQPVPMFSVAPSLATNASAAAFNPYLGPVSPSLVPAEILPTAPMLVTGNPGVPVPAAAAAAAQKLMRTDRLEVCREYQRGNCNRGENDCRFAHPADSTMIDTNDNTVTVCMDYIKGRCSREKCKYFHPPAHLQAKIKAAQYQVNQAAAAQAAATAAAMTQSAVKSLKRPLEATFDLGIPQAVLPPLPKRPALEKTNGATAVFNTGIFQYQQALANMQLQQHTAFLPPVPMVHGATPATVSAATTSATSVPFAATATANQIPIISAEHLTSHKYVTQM
#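 Compounds (final 92 nM to 58 uM) are added to His-tagged MBNL1 and biotin-(CUG)12, then terbium anti-His antibody and streptavidin-XL665 (5 nM final). After 60 min at room temperature, the 665/545 nm ratio is read.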
# BRCA1 expr up: BRCA1 expression activation. Potency, µM (doses to about 46.1 µM), without a hit: top-dose activation, usual class: activators. AID 624202. 1.1% of 380,000 active. MCF7-BRCA1-FFLuc reporter, luminescence, 48 h; response scale: scaled: vehicle 0%, 10 µM genistein 100%; further: nearly all actives have a fitted effect of over 80% in size; some results filed as inactive show a strong effect at the top dose
#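 First, MCF7-BRCA1-FFLuc cells (2000/well) attach for 2 h; next, compounds are pin-added and incubated 48 h at 37 °C; finally, luciferase reagent is added and luminescence read after 15 min.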
# ELG1 genotoxic: inducers of genotoxicity in HEK293T ELG1-luciferase cells; Potency, µM (series often up to 46 µM), for the others: top-dose activity change, positive = activation, usual class: activators; 1.3% of 330,000 active; HEK293T ELG1-luciferase reporter, luminescence, 16 h; AID 504466; further: % of control where 0% means no effect; nearly all actives have a fitted effect of over 60% in size
#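 Reporter readout depends on ELG1 protein level, which increases with genetic stress. After 16 hr compound exposure at 37 °C, luciferase activity was quantified using ONE-Glo.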
# VP16 counter: Gal4-VP16 reporter inhibition counter-screen; AID 2546; Drosophila S2 Gal4-VP16 UAS-luciferase, luminescence, 20 h; 3.5% of 310,000 active; Potency, µM (titrated, usually from 53.6 µM), inactives show at the top dose activity, negative = inhibition, actives largely listed as inhibitors;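 further: Gal4-VP16 expression switched on by copper sulfate through the metallothionein promoter; on the % scale 0 is the no-effect control and ±100 the full control effect; nearly all actives have a fitted effect of over 50% in size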
# uPA generation: cell surface uPA generation inhibition; cell surface uPA generation assay, qHTS; Potency, µM (highest dose often 38.3 µM), inactives show top-dose activity change, negative = inhibition, usual class: inhibitors; 0.31% of 330,000 active; active means well fitted inhibition curve with a large enough effect; inconclusive means small, poorly fitted or top-dose-only effect; inactive means no such curve, though single readings can be large or run the other way; tested in mouse RAW 264.7 cells; further: on the % scale 0 is the no-effect control and ±100 the full control effect; nearly all actives have a fitted effect of over 55% in size
# RORg inh: blocks mouse ROR gamma transcriptional activity. P51450. Drosophila S2 Gal4-RORgamma UAS-luciferase reporter, 20 h. Potency, µM (series often up to 53.6 µM), without a hit: top-dose activity change, negative = inhibition, usual class: inhibitors. 5.4% of 310,000 active; further: on the % scale 0 is the no-effect control and ±100 the full control effect; nearly all actives have a fitted effect of over 60% in size
# Target sequence (P51450 whole entry, looked up, the tested form may be a part): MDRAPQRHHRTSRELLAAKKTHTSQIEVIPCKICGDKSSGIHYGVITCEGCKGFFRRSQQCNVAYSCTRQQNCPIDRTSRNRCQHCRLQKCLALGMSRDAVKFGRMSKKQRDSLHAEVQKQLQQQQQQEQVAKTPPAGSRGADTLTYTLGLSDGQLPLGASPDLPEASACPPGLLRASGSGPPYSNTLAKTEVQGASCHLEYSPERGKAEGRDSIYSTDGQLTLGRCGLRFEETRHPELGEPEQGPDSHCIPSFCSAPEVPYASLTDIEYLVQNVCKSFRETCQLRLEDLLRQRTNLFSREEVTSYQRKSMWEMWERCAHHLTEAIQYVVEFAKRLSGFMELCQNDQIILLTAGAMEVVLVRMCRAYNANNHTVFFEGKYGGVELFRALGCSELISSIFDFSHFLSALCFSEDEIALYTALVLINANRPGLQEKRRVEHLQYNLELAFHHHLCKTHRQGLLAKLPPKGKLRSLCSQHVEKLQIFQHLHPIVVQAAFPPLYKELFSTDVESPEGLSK
#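 Luciferase reporter read in Schneider cells carrying Gal4-RORγ (mouse) and UAS-Photinus luciferase; cells given compound 1 h before 700 uM copper sulfate induction, then incubated 20 h at ambient temperature.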
# An asterisk follows results filed as active; ? = inconclusive; / = no result given; & = joins results of further samples; [ ] = dose if it differs, or a comment. Unless noted, the call rests on the fitted dose curve; in most records, active means well fitted curve in the direction sought with a large enough effect; inconclusive means small, poorly fitted or top-dose-only effect, or another doubt; inactive means no such curve, though single readings can be large; an effect the other way counts as inactive or inconclusive. Potency means the concentration at half of the fitted maximal effect.
# Values run as follows: FLuc counter	NPC1 prom act	p53 reactivation	Rab9 promoter act	MBNL1 CUG block	BRCA1 expr up	ELG1 genotoxic	VP16 counter	uPA generation	RORg inh
CCCc1c(O)nc(SCC(=O)NCCc2ccc(OC)c(OC)c2)[nH]c1=O
 : 8.1%	0.1%	2.9%	-2.2%	-7.9%	-2.4%	2.1%	4.4%	1.0%	-18.5%
COc1ccc(-c2csc(-c3[nH]cnc3N)n2)cc1
 : ?	-5.4%	0.3%	-0.9%	3.4%	15.2%	?	-2.4%[10 µM]	-0.8%	2.3%
COc1ccc(-c2nc3cc(NC(=O)c4ccc5c(c4)OCO5)ccc3o2)cc1
 : ?	2.0%	10.0%	3.2%	5.1%	7.3%	?	10.4%	-0.3%	?
CCOc1cc(/C=C2\C(=O)ON=C2c2ccccc2)cc(Br)c1O
 : 9.53µM*	-11.7%	-12.4%	-7.5%	?	-86.3%[inhibitor]	?	?	-2.2%	?
COc1cc(OC)cc(C(=O)N[C@H](C(=O)OCC(=O)Nc2ccc(C)cc2C)C(C)C)c1
 : 5.2%	-0.4%	-3.4%	1.6%	-21.4%	-10.1%	-2.6%	-14.1%	3.4%	33.5%
COc1ccc2c(c1)cc(C(=O)N[C@H](C(=O)N1CCC[C@H]1C(=O)O)C(C)C)n2C
 : -0.4%	-7.1%	10.1%	-5.0%	-2.1%	-0.1%	1.1%	3.7%	7.8%	3.7%
O=c1ccn([C@@H]2O[C@H](COS(=O)(=O)O)[C@@H](O)[C@H]2O)c(=O)[nH]1
 : /	/	5.9%	/	/	0.8%	-1.9%	/	-2.5%	/
CCCCN(c1ccccc1)S(=O)(=O)N(C)C
 : -0.8%	-0.1%	-0.7%	-4.4%	-8.9%	-15.9%	-0.4%	5.5%	0.9%	11.7%
O=C(CNC(=O)Cn1ccc2ccccc2c1=O)NCCCN1CCCCCC1
 : -1.0%	-3.2%	3.1%	0.9%	0.3%	1.1%	-0.2%	0.6%	-2.1%	0.3%
CCC1SC2=NC(C)=C(C(=O)OC)C(c3ccc(C)cc3)N2C1=O (stereo unspecified)
 : 2.2%	-2.9%	-2.4%	-17.0%	7.1%	-3.1%	7.6%	-2.2%	6.4%	-8.2%
Cc1c(Cl)cccc1NC(=O)Nc1ccn(C)n1
 : ?	-1.2%	10.1%	4.3%	-14.2%	23.6%	2.2%	-5.2%	0.3%	-0.8%
COc1ccc(Cl)cc1NC(=S)N(Cc1ccccc1C)CC1CCC(C(=O)O)CC1 (stereo unspecified)
 : ?	-1.7%	7.2%	-4.3%	-8.0%	-8.5%	-1.9%	4.6%	-4.1%	37.4%
CCN(C(=O)CN1c2ccccc2CC1C)c1c(N)n(Cc2ccccc2)c(=O)[nH]c1=O (stereo unspecified)
 : -1.1%	-8.0%	-3.5%	-4.0%	-0.4%	1.4%	-0.1%	-0.6%	-0.7%	-11.0%
Nc1nnc(Cc2cccc(Br)c2)s1
 : 4.5%	2.9%	-0.5%	2.9%	4.0%	1.3%	1.6%	2.4%	2.8%	14.0%
COC(=O)c1ccc(S(=O)(=O)N2CCN(CCO)CC2)n1C
 : 0.7%	-3.2%	-3.4%	-2.1%	-13.6%	38.7%	-3.8%	-13.0%	3.2%	1.9%
CC1CN(Cc2ccccc2)c2nc3c(c(=O)n(C)c(=O)n3C)n2C1 (stereo unspecified)
 : -0.1%	1.8%	5.4%	6.7%	0.4%	-3.1%	-3.3%	8.5%	/	-0.7%
COc1ccccc1CNC(=O)CS(=O)(=O)Cc1ccccc1
 : 1.1%	-0.4%	-0.3%	2.4%	2.3%	14.3%	6.0%	-4.5%	0.8%	-6.5%
O=C1OCC/C1=C\OCCCO/C=C1\CCOC1=O
 : -2.4%	-2.7%	-0.9%	0.5%	-2.4%	-14.1%	0.1%	-9.9%	0.2%	-7.6%
Cc1ccc(-c2nnc(OCC3CCCO3)c3ccccc23)cc1 (stereo unspecified)
 : ?	-3.3%	1.3%	-8.8%	-8.0%	-0.1%	-1.1%	-2.4%	9.8%	24.7%
CCN(C[C@H]1N[C@@](C)(C(=O)OC)[C@H]2C(=O)N(Cc3ccccc3)C(=O)[C@@H]12)C(=O)c1ccc(C(C)(C)C)cc1
 : /	/	-7.6%	/	/	9.1%	-8.0%	/	-4.4%	/

# In a second layout: results already given
smiles	FLuc counter	NPC1 prom act	p53 reactivation	Rab9 promoter act	MBNL1 CUG block	BRCA1 expr up	ELG1 genotoxic	VP16 counter	uPA generation	RORg inh
O=C(CNC(=O)Cn1ccc2ccccc2c1=O)NCCCN1CCCCCC1	-1.0%	-3.2%	3.1%	0.9%	0.3%	1.1%	-0.2%	0.6%	-2.1%	0.3%
CCC1SC2=NC(C)=C(C(=O)OC)C(c3ccc(C)cc3)N2C1=O (stereo unspecified)	2.2%	-2.9%	-2.4%	-17.0%	7.1%	-3.1%	7.6%	-2.2%	6.4%	-8.2%
Cc1c(Cl)cccc1NC(=O)Nc1ccn(C)n1	?	-1.2%	10.1%	4.3%	-14.2%	23.6%	2.2%	-5.2%	0.3%	-0.8%

# The list continues.
# Values run as follows: FLuc counter	NPC1 prom act	p53 reactivation	Rab9 promoter act	MBNL1 CUG block	BRCA1 expr up	ELG1 genotoxic	VP16 counter	uPA generation	RORg inh
COC(=O)CN1C(=S)N(Cc2ccccc2)C(=O)C1CC(=O)Nc1ccc(Br)cc1 (stereo unspecified)
 : 5.1%	-0.8%	-3.8%	-0.8%	-6.2%	-56.8%	-6.4%	0.8%	6.3%	?
O=C(N1CCCCCC1)N1CCN(S(=O)(=O)c2ccccc2)CC1
 : 1.3%	0.0%	-2.0%	3.1%	13.6%	0.6%	-2.5%	-5.8%	/	3.3%
Cc1ccccc1CC(=O)N1CCOCC1
 : 0.0%	-1.4%	/	-2.7%	3.6%	0.0%	3.2%	0.1%	-15.0%	16.5%
CCCc1cc(-c2nc(-c3ccc(C)cc3)cs2)ccn1
 : 23.9µM*	1.5%	26.7%	-0.3%	20.6%	28.0%	?	?	?	?
CCOC(=O)c1cnc2c(Cl)c(Cl)ccc2c1NCCN1CCOCC1
 : 0.3%&-9.0%	0.4%	-1.7%	-2.6%	1.4%	-24.1%	-0.8%	-17.5%	-2.0%	-2.6%
O=C(NCc1ccco1)c1ccc2c(c1)N(Cc1ccccc1)C(=O)CS2=O (stereo unspecified)
 : 9.4%	1.3%	1.3%	2.2%	-3.3%	17.9%	-3.0%	-11.6%	3.5%	-17.0%
Cc1c(C(=O)NCCSCc2cccc(C(F)(F)F)c2)cnn1-c1ccc(Cl)cc1
 : 0.2%	-4.1%	2.2%	-3.1%	/	-17.0%	-7.8%	-2.0%	2.2%	29.6%
C=C(C)COc1ccc(-c2nc(N)nc(C(F)(F)F)c2-c2ccc(OC)cc2)c(O)c1
 : -1.0%	-4.3%	10.4%	-2.3%	-2.0%	-61.7%	-4.0%	-0.6%	-6.2%	2.9%
Cc1ccoc1C(=O)N1CCN(C(=O)c2occc2C)CC1
 : 1.8%	1.2%	-5.1%	2.2%	-1.3%	2.7%	3.5%	-10.5%	2.4%	13.3%
COc1cc2c(cc1NC(=O)COC(=O)CNS(=O)(=O)c1ccc(C)cc1)oc1ccccc12
 : ?	27.7%	?	?	-6.4%	3.2%	13.0%	3.98µM*	4.2%	11.2µM*
Cc1ccc(NC(=O)CCS(=O)(=O)c2ccc(Br)cc2)nc1
 : -0.2%	-3.0%	3.4%	-8.7%	3.3%	-32.2%	-0.7%	-0.5%	2.3%	9.5%
CCOc1cc(C)nc(NCCc2ccc(OC)c(OC)c2)n1
 : 1.6%[2.3 µM]	0.5%	-4.6%	-4.1%	0.4%	0.0%	-11.7%	-0.1%	-1.2%	17.7%
Cc1cccc(-n2ccc(=O)c(C(=O)Nc3ccc(S(=O)(=O)Nc4onc(C)c4C)cc3)n2)c1
 : -2.0%	7.3%	20.2%	-5.5%	16.0%	0.4%	2.4%	-15.6%	4.9%	1.6%
CC1CCCC(C)N1C(=O)CSc1nnc(CSc2ncccn2)n1C (stereo unspecified)
 : -2.1%	-5.5%	-18.6%	5.2%	3.3%	7.4%	1.4%	-8.8%	-11.8%	-1.2%
CCC(Cc1ccccc1)NC(=O)C1CCN(S(=O)(=O)c2c(C)noc2C)CC1 (stereo unspecified)
 : -6.2%	-0.2%	-8.6%	2.5%	-0.7%	-36.4%	-10.1%	-6.4%	-8.1%	-10.4%
COc1ccc(CN(C)C(C)C(=O)Nc2ccc(S(=O)(=O)N3CCOCC3)cc2)c(OC)c1 (stereo unspecified)
 : -2.7%	-2.1%	-8.1%	1.9%	-1.4%	5.6%	-6.8%	-5.5%	-9.3%	27.3%
COc1ccc(NC(=O)N2CCC(C(=O)c3ccc4c(c3)OCCO4)CC2)cc1
 : ?	-1.2%	11.4%	5.2%	0.3%	-0.7%	5.2%	6.3%	1.8%	12.2%
CN1CCN(C(=O)/C(=C/c2cn(S(=O)(=O)N(C)C)c3ccccc23)NC(=O)c2ccccc2)CC1
 : -0.4%	1.7%	-12.5%	-1.3%	4.2%	-3.5%	-4.8%	6.3%	-13.3%	15.2%
Cc1oc2c(C)c3oc(=O)c(CCC(=O)NCCCN4CCCC4=O)c(C)c3cc2c1C
 : -1.3%	-2.8%	5.2%	-2.8%	1.2%	-2.2%	0.8%	-6.3%	7.7%	-6.2%
